Screening results: PubChem BioAssay, several laboratories
GSH bead fluor = GSH bead compound fluorescence profile; GSH beads flow cytometry, compound fluorescence 488/530 nm; active compounds read high; fluorescence (KMESF) at 10 µM; hit rate 0.25% among 190,000; in the data active = fluorescence above about 89;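 note: glutathione beads carrying GST-tagged Bcl family fusion proteins plus one bare bead set; values are compound well signal with DMSO vehicle wells as background; inactives centre near 16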
Pf gametocyte = P. falciparum stage V gametocyte viability inhibition; inhibition, % at 10.9 µM; AID 743093; hit rate 0.065% among 150,000; P. falciparum stage V gametocytes, ATP luminescence, 24 h;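 active = inhibition above the mean plus 3 SD of compounds within the control limits, set per campaign, cut at about 38% in these data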;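 note: 0% = DMSO wells and 100% = medium only without gametocytes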
RGS7-Gao = regulators of human RGS7-Galphao interaction; Multiplexed bead flow cytometry, RGS7-Galphao binding; actives lie on both sides; hit rate 0.35% among 220,000; binding response (% of control), % at 10 µM; in the data active = binding response below about 49% or above about 150%; inconclusive = no clear call, values can overlap the other calls; inactive = in between;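 note: fluorescent Galphao held in activated GDP-AlF4 state binding bead-coupled RGS7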
Target sequence (P09471 whole entry, looked up): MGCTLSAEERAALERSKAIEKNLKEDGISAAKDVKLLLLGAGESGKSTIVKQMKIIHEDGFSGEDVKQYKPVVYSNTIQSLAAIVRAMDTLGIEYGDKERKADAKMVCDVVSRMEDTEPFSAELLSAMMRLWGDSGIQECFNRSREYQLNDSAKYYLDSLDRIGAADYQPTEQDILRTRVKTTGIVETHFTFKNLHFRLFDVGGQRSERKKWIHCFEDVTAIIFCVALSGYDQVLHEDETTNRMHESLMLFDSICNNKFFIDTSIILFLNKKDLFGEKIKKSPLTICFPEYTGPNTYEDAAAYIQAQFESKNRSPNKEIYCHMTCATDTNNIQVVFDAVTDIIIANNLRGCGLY
Mcl1 Bid PPI = disrupts binding of human Mcl-1 to Bid peptide; TR-FRET Mcl-1/Bid-Dy647 peptide binding, 1536-well; inhibition, % at 21.7 µM; hit rate 0.97% among 220,000; AID 1021;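 active = compounds that cut the binding signal by more than half at the single screening dose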;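 note: His-tagged Mcl-1 with europium anti-His antibody binding Bid BH3 peptide; 0% = Mcl-1 plus peptide wells and 100% = peptide-only wells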
Target sequence (Q07820 whole entry, looked up): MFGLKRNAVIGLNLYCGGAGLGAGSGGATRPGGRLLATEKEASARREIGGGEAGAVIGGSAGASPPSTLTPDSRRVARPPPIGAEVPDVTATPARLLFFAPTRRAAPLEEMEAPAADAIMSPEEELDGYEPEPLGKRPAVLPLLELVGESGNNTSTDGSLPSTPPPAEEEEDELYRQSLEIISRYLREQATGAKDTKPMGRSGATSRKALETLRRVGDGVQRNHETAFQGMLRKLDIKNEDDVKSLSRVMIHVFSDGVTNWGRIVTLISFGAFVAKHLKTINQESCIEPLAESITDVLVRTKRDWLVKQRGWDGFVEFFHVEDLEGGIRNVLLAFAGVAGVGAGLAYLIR
Bim-Mcl-1 = disrupts Bim peptide binding to human Mcl-1; Q07820; Bead-based flow cytometry, Bim peptide-Mcl-1 binding; inhibition, % at 10 µM; hit rate 0.1% among 190,000; AID 1009; in the data active = inhibition above about 40%;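 note: 0% = no compound tracer wells and 100% = peptide blocker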
Avidin bead fluor = avidin bead compound fluorescence profile; Avidin beads, compound fluorescence 488/530 nm, flow cytometry; active compounds read high; fluorescence (KMESF) at 10 µM; hit rate 0.38% among 220,000; in the data active = fluorescence above about 47; note: inactives centre near 10
ABCG2 block = inhibitors of human ABCG2 transporter, ABCB1 counter-screen; Q9UNQ0; IgMXP3 cells, JC-1 efflux, flow cytometry; inhibition, % at 6.6 µM; hit rate 0.1% among 190,000; AID 1325;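 active = inhibition above 80%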;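 note: 0% = DMSO and 100% = nicardipine control wells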
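Test system: IgMXP3 (ABCG2) plus far-red-tagged CCRF-Adr (ABCB1) cells / Amount: 3 million cells/mL in well / Reagent: JC-1 transporter substrate / Timing: 10 min compound exposure, 25 °C / Signal: flow cytometry, 530 nm JC-1 signal / Read-out: percent efflux inhibition, scaled nicardipine 100% to DMSO 0% / Benchmarks: nicardipine as high control, DMSO as low control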
RGS8-Gao reg = modulates binding of RGS8 to human Galphao. P09471. multiplexed bead flow cytometry; actives lie on both sides. response (percent of control binding), % at 10 µM. hit rate 0.34% among 220,000; in the data active = response below about 60% or above about 140%; inactive = in between;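 note: Galphao activated as the GDP aluminium fluoride complex binding bead-coupled RGS8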
ABCB1 block = human ABCB1 inhibition, ABCG2 as counter-screen. hit rate 0.067% among 190,000. P08183. inhibition, % at 6.6 µM. AID 1326. CCRF-Adr cells, JC-1 efflux, flow cytometry; in the data active = inhibition above about 40%;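 note: 0% = vehicle and 100% = reference inhibitor; higher value means more JC-1 retained so stronger ABCB1 efflux block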
RGS4-Gao reg = modulates binding of RGS4 to human Galphao; AID 1415; Multiplexed bead flow cytometry; actives lie on both sides; P09471; binding response (% of control), % at 10 µM; hit rate 0.33% among 220,000; in the data active = binding response below about 49% or above about 150%; inactive = in between;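 note: fluorescent Galphao activated with aluminum fluoride binding bead-coupled RGS4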
Mcl1 Noxa PPI = Mcl-1/Noxa interaction inhibition; Q07820; TR-FRET Mcl-1/Noxa peptide binding, 2 h; inhibition, % at 21.7 µM; hit rate 1.5% among 220,000;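 active = compounds that cut the protein-peptide binding signal by more than 50% relative to plate controls in a single-dose test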;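 note: His-tagged Mcl-1 with rhodamine Noxa BH3 peptide and terbium anti-His antibody; 0% = Mcl-1 plus Noxa peptide wells and 100% = peptide-only wells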
Active calls of the source: *; u = inconclusive; x = not tested or not shown; [ ] = remark or other dose.

1) Cc1cc(C)cc(OCC(=O)OCC(=O)Nc2c(C)n(C)n(-c3ccccc3)c2=O)c1
2) CC1(C)CC(=O)C=C(NCc2cccs2)C1
3) CCOc1ccc(NC(=O)NC(=O)N(C)S(=O)(=O)c2ccc(C)cc2)cc1
4) N#Cc1c(-c2ccccc2Cl)cc(-c2ccccc2)nc1Br
5) CC(C)(C)n1nnnc1CN(Cc1cccnc1)Cc1ccccc1Cl
6) CC(=O)CCc1ccc(OCCCCn2cncn2)cc1
assay / compound	1	2	3	4	5	6
Bim-Mcl-1	-1.0	-1.0	0.0	0.0	-1.0	-1.0
Avidin bead fluor	11	6	7	13	39	11
RGS4-Gao reg	145.1	98.5	96.5	101.1	98.8	101.0
RGS7-Gao	152.9*[activator]	97.2	97.4	98.7	97.7	101.0
RGS8-Gao reg	138.8	99.2	99.7	104.3	97.5	99.2
Mcl1 Noxa PPI	-14.9	5.0	9.7	-5.2	-19.3	-6.5
GSH bead fluor	14	5	12	12	12	15
ABCG2 block	-1.2	0.2	1.6	-5.7	1.2	5.9
Mcl1 Bid PPI	-10.3	-41.3	-28.3	-18.3	1.5	-6.0
Pf gametocyte	4.2	13.5	11.0	-3.3	3.2	x
ABCB1 block	0.1	0.1	3.0	-1.6	1.3	0.8

7) O=S(=O)(c1ccc(F)cc1)N1CCC2(CC1)OCCO2
8) CCC(NC(=O)c1ccccc1NC(=O)c1ccccc1)C(=O)O (stereo unspecified)
9) COC(=O)CSc1nc2cc(Cl)ccc2c(=O)n1C1CCCC1
10) CC1Cc2ccccc2N1C1=NS(=O)(=O)c2ccccc21 (stereo unspecified)
11) COC(=O)C1=C(C)Nc2ncnn2C1c1ccco1 (stereo unspecified)
12) COc1cc(Cl)c(S(=O)(=O)NCc2ccccn2)cc1Cl
assay / compound	7	8	9	10	11	12
Bim-Mcl-1	1.0	3.0	-2.0	-2.0	0.0	0.0
Avidin bead fluor	11	8	18	7	5	9
RGS4-Gao reg	102.2	90.3	101.1	100.5	102.4	109.8
RGS7-Gao	u	98.4	103.3	100.2	101.6	108.0
RGS8-Gao reg	103.0	95.3	97.7	100.0	102.2	104.7
Mcl1 Noxa PPI	9.1	-12.6	-2.2	-0.9	0.8	14.2
GSH bead fluor	12	55	8	5	43	34
ABCG2 block	4.0	0.8	4.6	0.3	0.1	-1.0
Mcl1 Bid PPI	-15.8	-25.7	-13.3	-5.5	-16.1	-10.5
Pf gametocyte	5.0	-12.9	17.6	-17.5	x	x
ABCB1 block	1.2	-0.1	0.6	0.0	0.0	0.2

13) Cc1ccc(C2(CCNCc3ccc(N(C)C)cc3)CCOC(C(C)C)C2)cc1 (stereo unspecified)
14) CCOC(=O)c1ccc(N=Nc2c(C)c(C#N)c(O)[nH]c2=O)cc1
15) CC(C)N(C(=O)NC(=O)Nc1ccccn1)S(C)(=O)=O
16) CN1CCN(C(=O)NCC23CC4CC(CC(C4)C2)C3)CC1
17) CC(C)(C)C(=O)OCC1OC(n2cnc(C(N)=O)n2)C(O)C1O (stereo unspecified)
18) Nc1nc(N)c2sc3nc4c(cc3c2n1)CCC4
assay / compound	13	14	15	16	17	18
Bim-Mcl-1	0.0	-2.0	-3.0	-1.0	-2.0	0.0
Avidin bead fluor	10	24	4	13	12	18
RGS4-Gao reg	104.7	104.8	99.6	108.6	97.4	92.2
RGS7-Gao	u	102.6	102.4	108.5	96.7	91.6
RGS8-Gao reg	106.7	107.6	103.4	101.7	95.0	98.5
Mcl1 Noxa PPI	56.4*	87.7*	-5.6	12.4	0.3	46.1
GSH bead fluor	18	6	5	15	23	12
ABCG2 block	7.0	10.8	8.0	0.8	2.0	7.9
Mcl1 Bid PPI	-35.1	-21.8	-9.8	-4.2	-13.2	-8.8
Pf gametocyte	x	-12.8	8.1	11.9	x	-7.9
ABCB1 block	2.2	0.6	1.4	0.8	0.5	0.8

19) Clc1ccc(CO/N=C2\CCCc3nonc32)cc1
20) O=C(CN(c1ccc2c(c1)OCCO2)S(=O)(=O)c1ccccc1)NCc1ccc(Cl)cc1
21) Oc1[nH]c(=S)sc1/C=C1\C(c2ccccc2)=Nc2ccccc21
22) O=C(CCc1ccc(Oc2cc([N+](=O)[O-])cc([N+](=O)[O-])c2)cc1)NC1CCCC1
23) COc1ccc2c(c1)-c1nc(/N=C/c3ccc(O)c(OC)c3)sc1CC2
24) COCCCNC(=S)N1CCN(S(C)(=O)=O)CC1
assay / compound	19	20	21	22	23	24
Bim-Mcl-1	-1.0	-2.0	-6.0	0.0	-2.0	-2.0
Avidin bead fluor	12	5	8	16	16	3
RGS4-Gao reg	105.0	98.3	91.8	102.2	99.6	101.6
RGS7-Gao	102.7	98.0	92.1	97.2	98.7	99.9
RGS8-Gao reg	103.9	97.7	100.3	98.9	100.2	99.9
Mcl1 Noxa PPI	22.8	4.2	81.3*	7.0	23.3	7.0
GSH bead fluor	12	12	16	10	7	6
ABCG2 block	29.2	11.8	-3.7	48.7	11.5	2.4
Mcl1 Bid PPI	-1.6	3.5	-2.9	-7.2	-67.2	-7.5
Pf gametocyte	0.8	11.7	6.6	9.9	x	x
ABCB1 block	0.9	3.8	-0.7	2.3	1.0	0.4

25) CC(=O)NCCCOc1ccc([N+](=O)[O-])cc1Cl
26) COc1cccc(/C(C)=N/NC(=O)c2ccc(N(C)C)cc2)c1
27) COCCNC(=S)NNC(=O)c1cccs1
28) COc1cc(Br)cc(CN2CCN(C=O)CC2)c1O
29) Cc1[nH]nc2c1C(c1ccsc1)C1=C(CC(C)(C)CC1=O)N2 (stereo unspecified)
30) O=C(NC(=S)N1CCCCC1)c1cccs1
assay / compound	25	26	27	28	29	30
Bim-Mcl-1	x	-9.0	-1.0	1.0	2.0	-6.0
Avidin bead fluor	7	10	21	10	9	13
RGS4-Gao reg	103.1	97.8	99.9	100.5	102.4	102.8
RGS7-Gao	u	101.6	102.4	101.5	118.8	97.0
RGS8-Gao reg	102.3	99.0	100.7	100.7	115.8	101.7
Mcl1 Noxa PPI	10.5	25.5	25.3	15.7	-12.7	10.0
GSH bead fluor	x	46	11	14	18	7
ABCG2 block	x	-2.0	0.1	2.4	1.3	-2.7
Mcl1 Bid PPI	11.1	-42.6	-54.2	-20.6	-50.0	-52.2
Pf gametocyte	x	x	20.0	x	-0.1	x
ABCB1 block	x	-0.1	0.0	0.7	1.1	-0.4

31) COCCN(C(=O)COc1ccccc1)c1nnc(-c2cccnc2)s1
32) Cc1ccccc1C(=O)Nn1c(C)ccc1C
33) COc1ccc(OC)c(NC(=O)Cn2cc(C#N)c3cc(Br)ccc32)c1
34) CCC1(CC)Cc2ccccc2C(=C(C#N)C#N)N1
35) COc1ccc2c(C)cc3nncn3c2c1
36) CC(/C=N\NC(=O)CN1CCN(S(=O)(=O)c2ccc(C)cc2)CC1)=C\c1ccccc1
assay / compound	31	32	33	34	35	36
Bim-Mcl-1	1.0	2.0	-1.0	-2.0	1.0	-11.0
Avidin bead fluor	15	21	14	7	10	7
RGS4-Gao reg	98.9	94.1	99.1	100.7	101.7	95.3
RGS7-Gao	99.5	102.8	97.9	102.2	102.4	92.3
RGS8-Gao reg	103.1	94.7	101.3	100.6	100.8	98.9
Mcl1 Noxa PPI	10.4	14.7	15.4	-1.3	22.0	28.0
GSH bead fluor	36	26	33	34	11	20
ABCG2 block	4.0	2.2	8.5	6.8	7.9	14.4
Mcl1 Bid PPI	-6.5	-65.0	11.4	4.1	4.5	-53.7
Pf gametocyte	x	x	1.5	0.0	13.7	x
ABCB1 block	1.2	0.2	0.6	1.0	0.4	1.9

37) O=C1NCCN(Cc2ccc(-c3ccccc3)cc2)C1CC(=O)N1CCN(CCO)CC1 (stereo unspecified)
38) Cn1c(=O)c2c(nc(CN3CCN(C(=O)c4ccco4)CC3)n2Cc2ccc(F)cc2)n(C)c1=O
39) COc1ccc(CNc2nc3c(c(=O)n(Cc4ccc(F)cc4)c(=O)n3C)n2C)cc1
40) O=C(CSc1nn(-c2ccc(F)cc2)c(=S)s1)NCC1CCCO1 (stereo unspecified)
41) CC(C)NCC(O)COCc1ccc(Cl)cc1 (stereo unspecified)
42) CCCCN(C)C(=O)c1nc2ccccn2c1CNC1CCC1
43) CC1=C(C(=O)Nc2ccccc2)C(c2sccc2C)n2nnnc2N1 (stereo unspecified)
assay / compound	37	38	39	40	41	42	43
Bim-Mcl-1	0.0	-4.0	-3.0	5.0	-3.0	-1.0	0.0
Avidin bead fluor	11	12	12	5	9	10	16
RGS4-Gao reg	106.7	97.5	109.5	99.0	100.6	101.7	101.8
RGS7-Gao	103.3	98.2	107.9	93.5	99.7	103.7	104.7
RGS8-Gao reg	108.2	99.0	103.4	101.8	98.2	103.5	102.8
Mcl1 Noxa PPI	3.6	-7.6	0.5	4.8	-0.6	9.4	12.2
GSH bead fluor	18	22	40	9	50	57	13
ABCG2 block	0.9	3.7	4.8	1.1	-1.6	3.0	2.8
Mcl1 Bid PPI	-57.3	-28.0	-42.1	-26.5	-1.4	-5.8	-22.0
Pf gametocyte	-18.4	x	9.5	5.9	x	6.0	x
ABCB1 block	0.4	2.3	0.6	-0.5	0.0	0.9	0.6
